NOD1 inhibition: NOD1 signaling inhibitors, primary screen, cell-based, luminescence, uHTS (AID 1578). 1% of 290,000 active. NOD1-driven NF-kB luciferase reporter cells, luminescence; higher % means a stronger effect. inhibition, % at 4 µM; hits with a dose series show EC50 in µM; in the data active means inhibition mostly above about 36%, no sharp cut-off; inactive means mostly below about 34%;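 further: HEK-293T reporter cells stimulated with the NOD1 agonist gamma-tri-DAP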
GPR55 antagonists: GPR55 antagonists blocking LPI-driven arrestin recruitment, primary screen, imaging, U2OS, beta-arrestin-GFP, LPI agonist (AID 2013). G-protein coupled receptor 55 (Homo sapiens). U2OS GPR55 beta-arrestin-GFP translocation imaging, LPI antagonism; higher % means a stronger effect. 0.13% of 290,000 active. one-dose inhibition, % at 10 µM; IC50 in µM for titrated hits;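 active means spots per cell inhibited over 60%, with over 100 cells counted and total cytoplasm intensity under 500,000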;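 further: U2OS cells stably carrying GPR55 and arrestin-GFP stimulated by 5 µM LPI near EC80; imaged beta-arrestin-GFP aggregate spots per cell after agonist stimulation; plate controls were LPI-stimulated DMSO wells for no effect and DMSO wells without LPI for full effect; some results filed as inactive read as strong as hits; confirmed hits need IC50 under 10 µM and bright autofluorescent wells are also inconclusive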
NOD2 inhibition: NOD2 signaling inhibitors, cell-based, luminescence, uHTS, HEK293 (AID 1566). HEK293 NOD2/NF-kB luciferase reporter, luminescence; higher % means a stronger effect. 0.63% of 290,000 active. one-dose inhibition, % at 4 µM; EC50 in µM for titrated hits; further: many of its hits are not listed in these tables
KOR beta-arrestin-1: KOR agonists, beta-arrestin recruitment, primary screen, cell-based, luminescence, uHTS (AID 1777); Kappa-type opioid receptor (Homo sapiens); KOR beta-arrestin recruitment, luminescence; higher % means a stronger effect; 0.02% of 280,000 active; activation, % at 10 µM, or EC50 in µM where a hit was titrated; in the data active means activation above about 50%, passing the limit was not always enough; further: a part of the inactive calls stands beside numbers as strong as those of hits
T cell modulator: modulators of CD8 T cell-vesicle binding, primary screen, mouse 2C CD8+ T cells, flow cytometry | 2C CD8+ T cell-vesicle binding; active compounds read low | calls only at 7 µM | 0.068% of 330,000 active;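 active means response, share of CD8 T cells binding vesicles, and their 90th percentile fluorescence all below set limits, cut at about 80% in these data, passing the limit was not always enough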
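Assay system: 2C TCR transgenic mouse naive CD8+ T cells, MACS-purified | Read-out: CD8+ gate FL2 mean fluorescence as % of same-row positive control | Signal: High-throughput flow cytometry with anti-B7-1 and anti-CD8 staining | Timing: Binding step 1.5 h, 37 °C, antibody labelling 20 min, ice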
NTR1 agonist: agonists of NTR1, primary screen, imaging, U2OS cells, beta-arrestin-GFP, high content (AID 493036); Neurotensin receptor type 1 (Homo sapiens), P30989; activation, % at 20 µM; 0.17% of 330,000 active; NTR1-U2OS beta-arrestin-GFP spot imaging, agonist mode;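 active means activation at or above 40% of the spot to cytoplasm intensity ratio, with at least 20 cells analyzed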;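 further: 0% = DMSO without peptide and 100% = 100 nM NTR1 peptide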
Target sequence (P30989 whole entry, looked up): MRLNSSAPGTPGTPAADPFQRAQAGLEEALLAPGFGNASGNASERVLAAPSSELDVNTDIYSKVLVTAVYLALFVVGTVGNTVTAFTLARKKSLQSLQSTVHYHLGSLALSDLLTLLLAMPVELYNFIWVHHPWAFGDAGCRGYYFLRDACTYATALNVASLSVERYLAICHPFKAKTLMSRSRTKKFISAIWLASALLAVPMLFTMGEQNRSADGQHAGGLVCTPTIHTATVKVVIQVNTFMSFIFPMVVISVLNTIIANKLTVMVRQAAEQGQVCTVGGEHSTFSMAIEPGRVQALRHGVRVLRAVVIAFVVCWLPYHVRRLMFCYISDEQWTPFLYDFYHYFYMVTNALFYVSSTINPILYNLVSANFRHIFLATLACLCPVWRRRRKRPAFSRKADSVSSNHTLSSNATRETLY
Myeloid diff 2: induction of myeloid progenitor differentiation, primary screen, cell-based, flow cytometry, MLPCN library. ER-HoxA9 myeloid progenitors, lysozyme-GFP differentiation. calls only at 10 µM. 1% of 360,000 active;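 active means normalized GFP-positive differentiation at or above the plate's own cutoff, the solvent-only control mean plus 3 SD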;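 further: cells exposed to compound for four days before flow analysis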
KOR beta-arrestin-2: KOR antagonists, beta-arrestin recruitment, cell-based, luminescence, uHTS (AID 1778); one-dose inhibition, % at 10 µM; IC50 in µM for titrated hits; Kappa-type opioid receptor (Homo sapiens); 0.091% of 290,000 active; KOR beta-arrestin recruitment, luminescence, antagonist mode; higher % means a stronger effect; further: strong numbers were not always called active
GPR55 beta-arrestin: GPR55 agonists via beta-arrestin recruitment, primary screen, imaging, U2OS cells, beta-arrestin-GFP redistribution (AID 1961); G-protein coupled receptor 55 (Homo sapiens); U2OS GPR55 beta-arrestin-GFP redistribution imaging; higher % means a stronger effect; one-dose activation, % at 10 µM; EC50 in µM for titrated hits; 0.048% of 290,000 active;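 active means activation above 40% with more than 50 cells counted in the well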;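 further: U2OS osteosarcoma cells stably expressing GPR55 and beta-arrestin-GFP; plate controls were DMSO negative control for no effect and LPI positive control for full effect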
T cell modulator vesicle-bound %: also measured in T cell modulator; calls as there; double positive events, %; measured here: CD8+ vesicle-bound cell fraction;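 binding gate set so that unloaded-vesicle control wells show 10% double positive cells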
NTR1 agonist cell count 20 µM: also measured in NTR1 agonist; calls as there; cell count; measured here: cell count, cytotoxicity flag
Myeloid diff 2 GFP+ MAC1+ %: recorded beside Myeloid diff 2, whose call it bears; GFP+ MAC1+ double positive, %; measured here: differentiation confirmed by MAC1 staining
* marks the source's active call; other numbers are inactive results; [ ] = remark or other dose. Unless noted, no stated cut-off is given here; in the data, active means inhibition above about 50%; inactive means the rest. The list is partial; count on the stated rates, not on these rows.

`COc1ccc(CC(=O)N2CCN(c3ccccc3)CC2)cc1` gave NOD1 inhibition -8%, GPR55 antagonists 6%, NOD2 inhibition -2%, KOR beta-arrestin-1 -6.0%, T cell modulator inactive, NTR1 agonist 0.0, Myeloid diff 2 inactive, KOR beta-arrestin-2 13%, GPR55 beta-arrestin -0.2%, T cell modulator vesicle-bound % 22, NTR1 agonist cell count 20 µM 60 and Myeloid diff 2 GFP+ MAC1+ % 0.4.
`CCn1ncc(/C=N/NS(=O)(=O)c2ccc(Cl)cc2)c1C` gave NOD1 inhibition -13%, GPR55 antagonists 8%, NOD2 inhibition 8%, KOR beta-arrestin-1 1.2%, T cell modulator inactive, NTR1 agonist -0.5, Myeloid diff 2 inactive, KOR beta-arrestin-2 20%, GPR55 beta-arrestin -0.1%, T cell modulator vesicle-bound % 29, NTR1 agonist cell count 20 µM 64 and Myeloid diff 2 GFP+ MAC1+ % 0.8.
CSc1nc(Cl)cc(N(CCO)CCO)n1 was read as NOD1 inhibition 15%, GPR55 antagonists -15%, NOD2 inhibition 20%, KOR beta-arrestin-1 -1.8%, T cell modulator inactive, NTR1 agonist -0.9, Myeloid diff 2 inactive, KOR beta-arrestin-2 -7%, GPR55 beta-arrestin 0.3%, T cell modulator vesicle-bound % 47, NTR1 agonist cell count 20 µM 75 and Myeloid diff 2 GFP+ MAC1+ % 1.6.
CCC(C)(C)NC(=O)CN(C(=O)C(=O)Nc1ccc2c(c1)OCCO2)C1CC1 was read as NOD1 inhibition -18%, GPR55 antagonists 6%, NOD2 inhibition 4%, KOR beta-arrestin-1 4.7%, T cell modulator inactive, NTR1 agonist -0.7, Myeloid diff 2 inactive, KOR beta-arrestin-2 -23%, GPR55 beta-arrestin -0.2%, T cell modulator vesicle-bound % 40, NTR1 agonist cell count 20 µM 59 and Myeloid diff 2 GFP+ MAC1+ % 0.4.
CCC1Oc2ccccc2N(CC(=O)NC2CCCCC2C)C1=O (configuration not stated) was read as NOD1 inhibition -9%, GPR55 antagonists -6%, NOD2 inhibition 14%, KOR beta-arrestin-1 -1.8%, T cell modulator inactive, NTR1 agonist -0.5, Myeloid diff 2 inactive, KOR beta-arrestin-2 6%, GPR55 beta-arrestin -0.2%, T cell modulator vesicle-bound % 32, NTR1 agonist cell count 20 µM 52 and Myeloid diff 2 GFP+ MAC1+ % 2.1.
`O=C(c1ccc(Cl)c(S(=O)(=O)N2CCCC2)c1)N1CCCCC1` gave NOD1 inhibition -28%, GPR55 antagonists 7%, NOD2 inhibition 12%, KOR beta-arrestin-1 2.1%, T cell modulator inactive, NTR1 agonist -1.2, Myeloid diff 2 inactive, KOR beta-arrestin-2 -21%, GPR55 beta-arrestin -0.1%, T cell modulator vesicle-bound % 50, NTR1 agonist cell count 20 µM 60 and Myeloid diff 2 GFP+ MAC1+ % 1.2.
Cc1ccc(NCc2ccc(O)c3ncccc23)cc1 was read as NOD1 inhibition 20%, GPR55 antagonists 9%, NOD2 inhibition 18%, T cell modulator inactive, NTR1 agonist 0.1, Myeloid diff 2 inactive, KOR beta-arrestin-2 -12%[20 µM], GPR55 beta-arrestin 0.0%, T cell modulator vesicle-bound % 47, NTR1 agonist cell count 20 µM 39 and Myeloid diff 2 GFP+ MAC1+ % 0.2.
Screening COc1ccc(C/C(N)=N/OC(=O)Cc2ccccc2)cc1 returned NOD1 inhibition -5%, GPR55 antagonists 20%, NOD2 inhibition -9%, KOR beta-arrestin-1 0.3%, T cell modulator inactive, NTR1 agonist 3.3, Myeloid diff 2 inactive, KOR beta-arrestin-2 -20%, GPR55 beta-arrestin -0.1%, T cell modulator vesicle-bound % 8, NTR1 agonist cell count 20 µM 93 and Myeloid diff 2 GFP+ MAC1+ % 1.0.
For CNC(=O)c1cc(C(=O)c2ccc(C(F)(F)F)cc2)c[nH]1 the results were NOD1 inhibition -10%, GPR55 antagonists -2%, NOD2 inhibition -24%, KOR beta-arrestin-1 1.6%, T cell modulator inactive, NTR1 agonist 1.8, Myeloid diff 2 active, KOR beta-arrestin-2 11%, GPR55 beta-arrestin 0.0%, T cell modulator vesicle-bound % 66, NTR1 agonist cell count 20 µM 69 and Myeloid diff 2 GFP+ MAC1+ % 0.7*.
`Cc1cc(Cl)ccc1OCc1nc(-c2ccc(O)cc2)n[nH]1` gave NOD1 inhibition -12%, GPR55 antagonists -1%, NOD2 inhibition -27%, KOR beta-arrestin-1 -1.8%, T cell modulator inactive, NTR1 agonist 0.2, Myeloid diff 2 inactive, KOR beta-arrestin-2 -73%, GPR55 beta-arrestin -0.1%, T cell modulator vesicle-bound % 46, NTR1 agonist cell count 20 µM 83 and Myeloid diff 2 GFP+ MAC1+ % 0.9.
For COc1ccc(S(=O)(=O)n2oc(=O)cc2-c2ccccc2)cc1OC the results were NOD1 inhibition 0%, GPR55 antagonists 3%, NOD2 inhibition 7%, KOR beta-arrestin-1 0.1%, T cell modulator inactive, NTR1 agonist -0.3, Myeloid diff 2 inactive, KOR beta-arrestin-2 -10%, GPR55 beta-arrestin -0.2%, T cell modulator vesicle-bound % 59, NTR1 agonist cell count 20 µM 64 and Myeloid diff 2 GFP+ MAC1+ % 0.6.
For O=C(NCCCn1ccnc1)c1cc(-c2ccc(Br)cc2)on1 the results were NOD1 inhibition -20%, GPR55 antagonists 6%, NOD2 inhibition -15%, KOR beta-arrestin-1 14%, T cell modulator inactive, NTR1 agonist 0.0, Myeloid diff 2 inactive, KOR beta-arrestin-2 -28%, GPR55 beta-arrestin -0.3%, T cell modulator vesicle-bound % 39, NTR1 agonist cell count 20 µM 63 and Myeloid diff 2 GFP+ MAC1+ % 0.3.
`NCCNc1ccc2nnnn2n1` gave NOD1 inhibition -19%, GPR55 antagonists 2%, NOD2 inhibition 12%, KOR beta-arrestin-1 1.3%, T cell modulator inactive, NTR1 agonist 0.0, Myeloid diff 2 inactive, KOR beta-arrestin-2 -21%, GPR55 beta-arrestin 0.4%, T cell modulator vesicle-bound % 39, NTR1 agonist cell count 20 µM 49 and Myeloid diff 2 GFP+ MAC1+ % 0.9.
Screening CCN(CC)C(=O)CSc1nnc(CSc2ncccn2)n1C returned NOD1 inhibition -4%, GPR55 antagonists 0%, NOD2 inhibition -6%, KOR beta-arrestin-1 0.8%, T cell modulator inactive, NTR1 agonist -0.7, Myeloid diff 2 inactive, KOR beta-arrestin-2 12%, GPR55 beta-arrestin 0.0%, T cell modulator vesicle-bound % 58, NTR1 agonist cell count 20 µM 58 and Myeloid diff 2 GFP+ MAC1+ % 0.9.
Cc1onc(-c2ccccc2Cl)c1C(=O)N1CC(C)OC(C)C1 (configuration not stated) was read as NOD1 inhibition -1%, GPR55 antagonists 7%, NOD2 inhibition 4%, KOR beta-arrestin-1 7.8%, T cell modulator inactive, NTR1 agonist 0.7, Myeloid diff 2 inactive, KOR beta-arrestin-2 10%, GPR55 beta-arrestin -0.1%, T cell modulator vesicle-bound % 42, NTR1 agonist cell count 20 µM 62 and Myeloid diff 2 GFP+ MAC1+ % 1.2.
Screening COc1ccc(C(=O)CSc2nc3ccccc3n2CC(=O)c2ccccc2)cc1 returned NOD1 inhibition -4%, GPR55 antagonists 17%, NOD2 inhibition -1%, KOR beta-arrestin-1 1.3%, T cell modulator inactive, NTR1 agonist 1.8, Myeloid diff 2 inactive, KOR beta-arrestin-2 12%, GPR55 beta-arrestin 0.0%, T cell modulator vesicle-bound % 21, NTR1 agonist cell count 20 µM 48 and Myeloid diff 2 GFP+ MAC1+ % 0.2.
For CCOC(=O)c1ccc(CNC(=O)C2CCC(=O)N(Cc3cccc(OC)c3)C2)o1 (configuration not stated) the results were NOD1 inhibition -4%, GPR55 antagonists 14%, NOD2 inhibition -5%, KOR beta-arrestin-1 0.5%, T cell modulator inactive, NTR1 agonist 0.8, Myeloid diff 2 inactive, KOR beta-arrestin-2 -8%, GPR55 beta-arrestin 0.7%, T cell modulator vesicle-bound % 40, NTR1 agonist cell count 20 µM 73 and Myeloid diff 2 GFP+ MAC1+ % 0.5.
For N#CCN1CCN(CCC(=O)Nc2ccc(OCc3ccccc3)cc2)CC1 the results were NOD1 inhibition -12%, GPR55 antagonists 3%, NOD2 inhibition 20%, KOR beta-arrestin-1 -1.8%, T cell modulator inactive, NTR1 agonist 1.2, Myeloid diff 2 inactive, KOR beta-arrestin-2 -14%, GPR55 beta-arrestin 0.0%, T cell modulator vesicle-bound % 19, NTR1 agonist cell count 20 µM 42 and Myeloid diff 2 GFP+ MAC1+ % 0.2.
`CC(=O)c1cccc(NC(=O)Nc2ccc3c(c2)CCC3)c1` gave NOD1 inhibition -33%, GPR55 antagonists 13%, NOD2 inhibition -19%, KOR beta-arrestin-1 3.3%, T cell modulator inactive, NTR1 agonist 0.9, Myeloid diff 2 inactive, KOR beta-arrestin-2 -13%, GPR55 beta-arrestin -0.1%, T cell modulator vesicle-bound % 68, NTR1 agonist cell count 20 µM 41 and Myeloid diff 2 GFP+ MAC1+ % 0.5.
For COC(=O)c1cc(NC(=O)CN2CCOCC2)cc(C(=O)OC)c1 the results were NOD1 inhibition 13%, GPR55 antagonists 7%, NOD2 inhibition 4%, KOR beta-arrestin-1 -3.8%, T cell modulator inactive, NTR1 agonist -0.4, Myeloid diff 2 inactive, KOR beta-arrestin-2 9%, GPR55 beta-arrestin -0.1%, T cell modulator vesicle-bound % 49, NTR1 agonist cell count 20 µM 50 and Myeloid diff 2 GFP+ MAC1+ % 0.5.

As a short view, two of the compounds above:
`CC(=O)c1cccc(NC(=O)Nc2ccc3c(c2)CCC3)c1` gave NOD1 inhibition -33%, GPR55 antagonists 13%, NOD2 inhibition -19%, KOR beta-arrestin-1 3.3%, T cell modulator inactive, NTR1 agonist 0.9, Myeloid diff 2 inactive, KOR beta-arrestin-2 -13%, GPR55 beta-arrestin -0.1%, T cell modulator vesicle-bound % 68, NTR1 agonist cell count 20 µM 41 and Myeloid diff 2 GFP+ MAC1+ % 0.5.
For COC(=O)c1cc(NC(=O)CN2CCOCC2)cc(C(=O)OC)c1 the results were NOD1 inhibition 13%, GPR55 antagonists 7%, NOD2 inhibition 4%, KOR beta-arrestin-1 -3.8%, T cell modulator inactive, NTR1 agonist -0.4, Myeloid diff 2 inactive, KOR beta-arrestin-2 9%, GPR55 beta-arrestin -0.1%, T cell modulator vesicle-bound % 49, NTR1 agonist cell count 20 µM 50 and Myeloid diff 2 GFP+ MAC1+ % 0.5.
